Screening results (PubChem)
Siah-1 displacement: Siah-1 peptide-binding antagonists, primary screen, biochemical, fluorescence polarization, rhodamine-plectin, uHTS (AID 1817). Siah-1 / rhodamine-plectin peptide fluorescence polarization; higher % means a stronger effect. displacement, % at 20 µM; hits with a dose series show IC50 in µM. 290,000 tested, 0.02% active;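 active = displacement of at least 50% at 20 µM, with a fluorescence ratio check between 0.3 and a set limit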;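 note: plate controls were Siah plus tracer with DMSO for no effect and tracer alone without Siah for full effect; strong numbers were not always called active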
Dengue-2 NS5 capping: Dengue-2 NS5 methyltransferase inhibitors, primary screen, biochemical, confirmation dose response (AID 588689); Dengue-2 NS5 methyltransferase capping enzyme assay, biochemical; higher % means a stronger effect; inhibition, % at 25 µM, or IC50 in µM where a hit was titrated; 340,000 tested, 0.3% active; in the data active = a potency from the dose series
GPR55 antagonists: inhibition of LPI-stimulated GPR55 beta-arrestin translocation – imaging, U2OS, beta-arrestin-GFP, LPI agonist, primary screen (AID 2013). U2OS GPR55 beta-arrestin-GFP translocation imaging, LPI antagonism; higher % means a stronger effect. inhibition, % at 10 µM, or IC50 in µM where a hit was titrated. 290,000 tested, 0.13% active;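 active = spots per cell inhibited over 60%, with over 100 cells counted and total cytoplasm intensity under 500,000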;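 note: U2OS cells stably carrying GPR55 and arrestin-GFP stimulated by 5 µM LPI near EC80; imaged beta-arrestin-GFP aggregate spots per cell after agonist stimulation; plate controls were LPI-stimulated DMSO wells for no effect and DMSO wells without LPI for full effect; some results filed as inactive read as strong as hits; confirmed hits need IC50 under 10 µM and bright autofluorescent wells are also inconclusive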
NTR1 agonist: NTR1-driven beta-arrestin-GFP spot formation – imaging, U2OS cells, high content, primary screen (AID 493036); agonist mode; 330,000 tested, 0.17% active; activation, % at 20 µM;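 active = activation at or above 40% of the spot to cytoplasm intensity ratio, with at least 20 cells analyzed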;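 note: 0% = DMSO without peptide and 100% = 100 nM NTR1 peptide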
Target sequence (P30989 whole entry, looked up): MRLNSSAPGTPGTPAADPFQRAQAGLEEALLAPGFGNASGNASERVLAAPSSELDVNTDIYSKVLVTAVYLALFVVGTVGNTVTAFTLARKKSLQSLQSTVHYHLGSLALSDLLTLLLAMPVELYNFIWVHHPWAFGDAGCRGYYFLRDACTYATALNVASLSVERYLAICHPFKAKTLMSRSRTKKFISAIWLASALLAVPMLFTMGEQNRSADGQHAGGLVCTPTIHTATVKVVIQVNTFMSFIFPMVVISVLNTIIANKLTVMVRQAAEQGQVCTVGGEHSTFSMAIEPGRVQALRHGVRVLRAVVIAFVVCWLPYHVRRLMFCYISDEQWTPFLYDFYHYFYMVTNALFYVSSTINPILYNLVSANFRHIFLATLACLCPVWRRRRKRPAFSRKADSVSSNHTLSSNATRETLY
GPR35 arrestin U2OS: inhibition of zaprinast-stimulated GPR35 beta-arrestin translocation – imaging, U2OS, beta-arrestin-GFP, zaprinast agonist, primary screen (AID 2058); U2OS GPR35 beta-arrestin-GFP translocation imaging, zaprinast antagonism; higher % means a stronger effect; inhibition, % at 10 µM; hits with a dose series show IC50 in µM; 290,000 tested, 0.052% active;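 active = inhibition of at least 50% with at least 30 cells and total cytoplasm GFP at most 10,000,000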
HIV peptide binding: inhibitors of HIV fusion peptide binding, primary screen, biochemical, uHTS, fluorescence dequenching (AID 1986); cell-free peptide binding, fluorescence dequenching, 30 min; higher % means a stronger effect; inhibition, % at 20 µM, or IC50 in µM where a hit was titrated; 290,000 tested, 0.3% active; in the data active = inhibition mostly above about 52%, no sharp cut-off; inactive = mostly below about 76%; note: some results filed as inactive read as strong as hits
GPR55 beta-arrestin: GPR55 agonists via beta-arrestin recruitment, primary screen, imaging, U2OS cells, beta-arrestin-GFP redistribution (AID 1961) | U2OS GPR55 beta-arrestin-GFP redistribution imaging; higher % means a stronger effect | activation, % at 10 µM, or EC50 in µM where a hit was titrated | 290,000 tested, 0.048% active;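 active = activation above 40% with more than 50 cells counted in the well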;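 note: U2OS osteosarcoma cells stably expressing GPR55 and beta-arrestin-GFP; plate controls were DMSO negative control for no effect and LPI positive control for full effect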
UTI89 phage lysis: inhibition of K1F phage lysis, E. coli UTI89, bacterial capsule biogenesis inhibitors, alamar blue (AID 488966). E. coli UTI89 K1F phage lysis, alamar blue, 2 h; higher % means a stronger effect. inhibition, % at 100 µM; hits with a dose series show IC50 in µM. 340,000 tested, 0.02% active;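 active = phage lysis inhibition, versus mean bacterial control, above a set limit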;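 note: capsule biogenesis inhibitors block K1F phage lysis so surviving cells raise fluorescence; higher fluorescence means more inhibition of phage lysis; actives were called in the ten point dose series up to 300 µM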
AID2073: inhibitors of Mint1-CaV2.2 protein interaction, biochemical, HTRF (AID 2073); 290,000 tested, 0.19% active; inhibition, % at 20 µM; hits with a dose series show IC50 in µM; HTRF protein-protein interaction, Mint1-CaV2.2; higher % means a stronger effect; in the data active = inhibition mostly above about 51%, no sharp cut-off; note: some results filed as inactive read as strong as hits
NTR1 agonist cell count 20 µM: second read-out of NTR1 agonist, no call of its own (marks repeat the call); cell count; measured here: cell count, cytotoxicity flag
An asterisk follows results filed as active; . = no result given.

nr	mol	Siah-1 displacement	Dengue-2 NS5 capping	GPR55 antagonists	NTR1 agonist	NTR1 agonist cell count 20 µM
1	CC1(c2ccccc2)CC(c2ccccc2)=Nc2ccccc2N1 (stereo unspecified)	-4%	-5%	2%	1.0	57
2	CCOc1ccc(/C=N/OCC(=O)Nc2ccc(OCc3ccccc3)cc2)cc1OC	-6%	28%	-15%	0.8	84
3	CC(c1ccco1)N(C(=O)C12CC3CC(CC(C3)C1)C2)c1ccccn1 (stereo unspecified)	-1%	-8%	6%	1.0	62
4	c1ccc(-c2nnc(CN3CCC4(CC3)OCCO4)o2)cc1	0%	-6%	8%	-0.5	59
5	CCC(C)(C)NC(=O)C(c1ccc(OC)cc1)N(CC1CCCO1)C(=O)CCC(=O)Nc1cc(C)on1 (stereo unspecified)	9%	-6%	7%	-1.2	61
6	Cc1ccc(CCNS(=O)(=O)c2c(C)nc3sccn3c2=O)cc1	4%	-1%	5%	2.6	81
7	Cc1ccnc2nc(C(=O)OCCOc3ccc(Cl)cc3)nn12	-9%	1%	94%	-1.1	41
8	COc1ccc(NS(=O)(=O)c2cccc(C(=O)N/N=C/c3cccs3)c2)cc1	-2%	-6%	12%	3.6	45
9	C=CCNC(=S)NNC(=O)c1cccc(Br)c1	-2%	3%	8%	0.8	41
10	COc1ccc(S(=O)(=O)Nc2cc3c4c(oc3c3ccccc23)CC(C)(C)CC4=O)cc1	0%	6%	9%	9.9	75
11	CCOc1cc(/C=N/NC(=O)c2cccnc2)cc(Br)c1OCC(N)=O	2%	1%	-6%	-0.5	47
12	COc1ccccc1-c1c(C)nn2c(N3CCOCC3)cc(C)nc12	-5%	-8%	-2%	0.1	97

nr	GPR35 arrestin U2OS	HIV peptide binding	GPR55 beta-arrestin	UTI89 phage lysis	AID2073
1	-7%	-2.3%	2.2%	-0.7%	10%
2	-1%	1.6%	-0.2%	0.0%	-1%
3	-8%	-2.7%	-0.3%	2.4%	6%
4	7%	-1.3%	-0.1%	7.0%	-2%
5	5%	-0.9%	-0.4%	0.7%	2%
6	0%	-1.0%	4.5%	-1.7%	10%
7	-13%	-1.7%	0.0%	-2.3%	-8%
8	7%	-0.4%	-0.4%	0.1%	4%
9	-21%	1.1%	0.3%	2.8%	-21%
10	-6%	-1.1%	-0.1%	0.5%	-2%
11	-3%	-0.3%	0.1%	-0.3%	-5%
12	-6%	0.2%	0.5%	0.3%	7%

By substructure: the compounds so far containing an aryl methoxy group (5)
nr	mol	Siah-1 displacement	Dengue-2 NS5 capping	GPR55 antagonists	NTR1 agonist	NTR1 agonist cell count 20 µM
2	CCOc1ccc(/C=N/OCC(=O)Nc2ccc(OCc3ccccc3)cc2)cc1OC	-6%	28%	-15%	0.8	84
5	CCC(C)(C)NC(=O)C(c1ccc(OC)cc1)N(CC1CCCO1)C(=O)CCC(=O)Nc1cc(C)on1 (stereo unspecified)	9%	-6%	7%	-1.2	61
8	COc1ccc(NS(=O)(=O)c2cccc(C(=O)N/N=C/c3cccs3)c2)cc1	-2%	-6%	12%	3.6	45
10	COc1ccc(S(=O)(=O)Nc2cc3c4c(oc3c3ccccc23)CC(C)(C)CC4=O)cc1	0%	6%	9%	9.9	75
12	COc1ccccc1-c1c(C)nn2c(N3CCOCC3)cc(C)nc12	-5%	-8%	-2%	0.1	97

nr	GPR35 arrestin U2OS	HIV peptide binding	GPR55 beta-arrestin	UTI89 phage lysis	AID2073
2	-1%	1.6%	-0.2%	0.0%	-1%
5	5%	-0.9%	-0.4%	0.7%	2%
8	7%	-0.4%	-0.4%	0.1%	4%
10	-6%	-1.1%	-0.1%	0.5%	-2%
12	-6%	0.2%	0.5%	0.3%	7%

Carrying on:
nr	mol	Siah-1 displacement	Dengue-2 NS5 capping	GPR55 antagonists	NTR1 agonist	NTR1 agonist cell count 20 µM
13	CC(=NCCN1CCN(C(=S)Nc2ccccc2)CC1)C1=C(O)CC(C)(C)CC1=O	1%	-4%	28%	1.0	72
14	Cc1noc(C)c1C(=O)N1CCCC(C(=O)c2ccc(Cl)cc2)C1 (stereo unspecified)	-2%	-1%	8%	1.3	91
15	CC(=O)N1CCN(CC(=O)Nc2ccccc2Sc2ccc(Cl)cc2)CC1	-5%	1%	-2%	0.6	56
16	NC(=O)CC[C@H](NC(=O)c1ccc(F)cc1)C(=O)OCC(=O)NCc1ccc(F)cc1	15%	-6%	8%	1.1	47
17	O=C(Nc1ccc(S(=O)(=O)N2CCCCC2)cc1)c1ccco1	-1%	-2%	12%	-1.4	56
18	CCCCOc1ncnc2c1[nH]c1ccc(OCC)cc12	-3%	-3%	0%	-0.6	79
19	CCOc1ccc(-c2onc(C(F)(F)F)c2-c2cscn2)c(O)c1	6%	-3%	11%	1.2	69
20	CCOC(=O)c1ccc(COC(=O)c2nonc2N)cc1	-3%	0%	7%	-2.6	89
21	COc1ccc(CNc2ccc(N3CCOCC3)cc2)cc1	-6%	.	-6%	0.8	60

nr	GPR35 arrestin U2OS	HIV peptide binding	GPR55 beta-arrestin	UTI89 phage lysis	AID2073
13	1%	-2.7%	0.2%	2.9%	-22%
14	-2%	-0.7%	0.2%	0.2%	-1%
15	-4%	-2.4%	0.6%	0.8%	-2%
16	-15%	-0.6%	-0.7%	-1.0%	-10%
17	-17%	-1.3%	-0.2%	0.3%	13%
18	13%	67%	-0.1%	0.5%	-1%
19	-3%	1.9%	0.0%	0.8%	15%
20	-16%	3.0%	0.4%	1.3%	1%
21	-7%	-1.3%	0.4%	2.6%	-37%
